Screening results deposited in PubChem by several laboratories.
HUVEC inhibit – human endothelial cell proliferation inhibition; actives 1.1% (n = 86,000); HUVEC proliferation, CellTiter-Glo luminescence, 72 h; active compounds read low; viability, % at 10 µM (by protocol); AID 648;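 active means viability at or below 30%; inactive means viability above 30%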;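 further: 100% = median luminescence of DMSO-only cell control wells on each plate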
ERb coact inh – blocks coactivator binding to human estrogen receptor beta; Q92731; TR-FRET ER-beta LBD / SRC1-Cy5 peptide binding; receptor agonist-loaded with 1 µM estradiol; inhibition, % at 25.6 µM; actives 1.3% (n = 86,000); AID 633;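 active means compounds whose percent inhibition of the receptor-coactivator binding signal exceeds about 50% in the single-dose screen, limit read from the data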;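 further: 0% = receptor plus peptide wells without compound and 100% = peptide-only wells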
H69AR growth 86K – blocks growth of human H69AR lung tumor cells | H69AR lung tumor viability, ATP luminescence, 72 h; active compounds read low | viability, % at 10 µM | actives 6% (n = 85,000);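 active means viability at or below 40%; inactive means viability above 40%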;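 further: multidrug resistant small cell line overexpressing MRP-1 efflux transporter; 100% = mean luminescence of untreated control wells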
ERa SRC1 pot – ER-alpha (human) coactivator binding potentiation. coactivator binding (% of control), % at 25.6 µM. TR-FRET ERalpha-LBD/SRC-Cy5 coactivator binding, 2 h; 100 = basal binding, no effect. actives 1.3% (n = 86,000). P03372. AID 639; in the data active means activity above about 200%;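 further: binding measured in presence of low estradiol as agonist stimulus; 0% = peptide alone without receptor and 100% = receptor with peptide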
MT1-MMP txn act – activates MT1-MMP transcription; HT1080 MT1-MMP promoter luciferase reporter, luminescence, overnight; active compounds read high; AID 750; actives 0.16% (n = 86,000); activation factor at 10 µM;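 active means activation factor of at least 2 for MT1-MMP transcription at 10 µM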
CD11b adhes enh – enhancers of human CD11b/CD18 binding to fibrinogen; P05107+P11215; K562 CD11b/CD18 adhesion to fibrinogen, ATPlite luminescence; activation, % at 10 µM; actives 0.07% (n = 93,000); AID 1499;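 active means 10 µM primary screen giving 50% or more activity, confirmed by 40% or more on retest at that dose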; further: strong numbers were not always called active
Target sequence (P05107 whole entry, looked up, other chains not shown): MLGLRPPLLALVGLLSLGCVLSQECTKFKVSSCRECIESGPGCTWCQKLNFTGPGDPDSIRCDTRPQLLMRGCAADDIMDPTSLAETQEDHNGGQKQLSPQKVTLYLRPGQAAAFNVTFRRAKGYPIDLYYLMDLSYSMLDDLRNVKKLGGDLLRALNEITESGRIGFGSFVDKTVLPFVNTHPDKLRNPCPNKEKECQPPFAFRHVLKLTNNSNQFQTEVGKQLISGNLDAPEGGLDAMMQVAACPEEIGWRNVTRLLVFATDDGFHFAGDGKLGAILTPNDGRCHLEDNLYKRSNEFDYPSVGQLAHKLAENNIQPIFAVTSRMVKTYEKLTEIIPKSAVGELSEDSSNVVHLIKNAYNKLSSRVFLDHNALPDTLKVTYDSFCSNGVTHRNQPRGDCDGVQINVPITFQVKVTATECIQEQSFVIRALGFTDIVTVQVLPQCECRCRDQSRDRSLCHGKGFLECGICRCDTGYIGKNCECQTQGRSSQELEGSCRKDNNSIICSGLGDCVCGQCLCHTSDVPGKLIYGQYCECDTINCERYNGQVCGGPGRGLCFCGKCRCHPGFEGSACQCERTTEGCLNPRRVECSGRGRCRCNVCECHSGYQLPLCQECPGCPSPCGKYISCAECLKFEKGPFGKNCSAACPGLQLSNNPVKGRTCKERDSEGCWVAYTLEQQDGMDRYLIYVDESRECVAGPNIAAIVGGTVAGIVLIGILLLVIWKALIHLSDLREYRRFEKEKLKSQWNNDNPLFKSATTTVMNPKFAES
ERa coact inh – blocks coactivator binding to human estrogen receptor alpha. P03372. inhibition, % at 25.6 µM. TR-FRET ER-alpha LBD / SRC-1 peptide, estradiol-bound. actives 1.7% (n = 86,000). AID 629; in the data active means inhibition above about 50%;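 further: 0% = receptor plus peptide control and 100% = peptide only without receptor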
Smad3 inh – blocks human Smad3 binding to FoxH1 peptide; inhibition, % at 25 µM; TR-FRET Smad3/Dy647-FoxH1 peptide binding, europium anti-His; actives 0.29% (n = 88,000); P84022;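 active means compounds that reduce the energy-transfer binding signal between the protein and its labelled peptide by more than half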;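 further: 0% = Smad3 plus labelled peptide maximal FRET and 100% = peptide-only background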
Fibroblast inh – blocks proliferation of human lung fibroblasts; actives 1.1% (n = 85,000); viability, % at 10 µM; LL 47 human lung fibroblast viability, ATP luminescence; active compounds read low; AID 719;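 active means viability at or below 50% in the single dose screen; inactive means viability above 50%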;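 further: compound exposure lasted 72 h before the ATP readout; 100% = median luminescence of untreated cell-only wells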
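Material: human lung fibroblast line LL 47, low passage; Evaluation: viability percentage against median untreated-cell control; Buffer or medium: 15% FBS in IMEM; Incubation: 72 h compound exposure at 37 °C after overnight plating; Dosing: 0.1% DMSO in all compound wells; Measured by: CellTiter-Glo luminescence.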
Active calls of the source: *; x = not tested or not shown; [ ] = dose if it differs, or a comment. The list is partial; rates above refer to the full screens.

Value order: HUVEC inhibit	ERb coact inh	H69AR growth 86K	ERa SRC1 pot	MT1-MMP txn act	CD11b adhes enh	ERa coact inh	Smad3 inh	Fibroblast inh
- CCOCCCn1c(SCC(=O)Nc2ccc(C(N)=O)cc2)nc2ccccc2c1=O
    99	-4	91	124	1	-1	3	-3	103
- O=C(NCCN1CCCCC1)c1c(O)c2ccccc2[nH]c1=O
    89	10[fluorescence artefact?]	82	85[fluorescence artefact?]	1.3	-5	20[fluorescence artefact?]	14[fluorescence artefact?]	105
- O=C(CN1C(=O)C2C3C=CC(C3)C2C1=O)NCc1ccc2c(c1)OCO2 (centres undefined)
    106	-2[fluorescence artefact?]	111	98	1.1	0	-1[fluorescence artefact?]	5[fluorescence artefact?]	110
- COc1ccc(-c2cc(C(F)(F)F)nc(SCCC(=O)NCc3ccccc3)n2)cc1
    93	0[fluorescence artefact?]	57	119	x	4	8[fluorescence artefact?]	7	99
- CC1(C)CC(=O)C2=C(C1)NC(=O)CC2c1ccc(F)cc1 (centres undefined)
    95	8	84	86[fluorescence artefact?]	1.2	-4	13[fluorescence artefact?]	0	100
- CN(C)c1ccc(/C=C/C(O)=C2/C(=O)N(C)C3(C)CC2c2ccccc2O3)cc1 (centres undefined)
    91	60*[fluorescence artefact?]	21*	27[fluorescence artefact?]	1.1	x	74*[fluorescence artefact?]	7	96
- CCOC(=O)c1ccc(Nc2cc(C)nc(C)c2C(=O)OCC)cc1
    89	-7	90	113	1.2	0	-7	0	93
- N#CC1=C2C=Cc3ccccc3N2CCCC1=O
    93	11	113	92[fluorescence artefact?]	1.7	-4	4[fluorescence artefact?]	-6	98
- CCOC(=O)c1cnc2c(C#N)c(C)nn2c1-c1ccccc1
    86	-7	89	108	1.1	-1	-8	0	97
- Cc1ccc2c(c1)[nH]c1c(N3CCN(Cc4ccccc4)CC3)ncnc12
    15*	-3	56	90	1.1	-1	1	-1	92
- O=c1c2ccccc2nc(-c2ccccc2)n1Cc1ccco1
    92	-3[fluorescence artefact?]	99	107	1.1	-4	5	-8	99
- O=C(Cn1ncc2c(=O)oc3ccccc3c21)NCCCN1CCCC1=O
    91	-7	101	97	1.2	-7	-1	-2	101
- COc1ccc(CNC(=O)Oc2ccccc2)cc1Cl
    80	2	97	89	1.2	-2	0	8	105
- O=S(=O)(c1ccccc1F)N(Cc1ccco1)Cc1nnc(-c2ccccc2Br)o1
    93	1	98	82	1.1	-2	21	4	97
- COc1ccccc1-c1nnc(SCC(=O)N2CCC(C)CC2)o1
    104	0	69	88	1.1	-2	5[fluorescence artefact?]	-6	112
- CC(C)CCN(C(=O)CNC(=O)c1ccco1)C(C(=O)NC1CCCCC1)c1ccco1 (centres undefined)
    101	2[fluorescence artefact?]	81	108	1.2	2	0	12[fluorescence artefact?]	100
- O=C(N1CCOCC1)C1(c2ccc(Cl)cc2)CCCC1
    97	-10	93	91	x	-6	-6	11	95
- O=C1C2ON(c3ccccc3)C(c3cccnc3)C2C(=O)N1Cc1ccccc1 (centres undefined)
    101	-5	86	114	1.2	1	3	-8	102
- O=C(Cn1c(=O)n(Cc2ccco2)c(=O)c2ccccc21)Nc1cccc(Cl)c1
    78	5	91	144	1.1	2	7	-1	97
- O=C(CCn1nc(-c2ccc(Cl)cc2)ccc1=O)NCCCN1CCCCCC1
    96	31[fluorescence artefact?]	85	99[fluorescence artefact?]	x	46	74*[fluorescence artefact?]	2	102
- O=C(CC1NCCNC1=O)OCCCc1ccccc1 (centres undefined)
    112	-11[fluorescence artefact?]	99	124[fluorescence artefact?]	x	-1	-2	-2	109
- O=C1CCC(=O)c2oc3ccccc3c2N1
    104	-1[fluorescence artefact?]	103	106	1.1	-2	3	13	102
- Cc1ccc(C)n1CCN1CCN(C(=O)CSc2nc3ccccc3nc2N2CCOCC2)CC1
    90	10[fluorescence artefact?]	74	85[fluorescence artefact?]	1.2	8	32[fluorescence artefact?]	-17	94
- CC1=C(C(=O)Nc2ccccc2)C(c2ccncc2)C(C#N)=C(SCC(=O)NC2CC2)N1 (centres undefined)
    90	-5	95	124	1.2	2	-9	-2	89
- CN(C)C(=O)CSc1nc(SCC(=O)N(C)C)n(-c2ccccc2)n1
    114	17	100	103	1.2	-1	13	-18	104
- CCOC(=O)C1=C(c2ccccc2)NC(SCC(=O)Nc2ccccc2C)=C(C#N)C1c1ccco1 (centres undefined)
    79	1[fluorescence artefact?]	79	118	1.1	-2	-7	-2	77
- CCCS(=O)(=O)C(=C(Nc1ccc(OC)cc1)Nc1ccc(OC)cc1)S(=O)(=O)CCC
    108	-1	75	99	1.1	0	-10	14	96
- Cc1occc1-c1nnc(SCC(=O)N2CCN(c3ccc(F)cc3)CC2)n1C
    104	1	94	103	1.1	-2	1	-6	95
- CSc1cccc(NC(=O)CN2C(=O)c3ccccc3S2(=O)=O)c1
    108	-3	103	105	0.7	-3	-3	0	97
- COc1ccc(-c2c(C#N)c(N)nc3c2CCCCCC3)cc1OC
    98	-8[fluorescence artefact?]	89	115	0.9	7	4	0	96

Reprinted from the part before: 2 entries, followed by the next part.
Value order: HUVEC inhibit	ERb coact inh	H69AR growth 86K	ERa SRC1 pot	MT1-MMP txn act	CD11b adhes enh	ERa coact inh	Smad3 inh	Fibroblast inh
- CSc1cccc(NC(=O)CN2C(=O)c3ccccc3S2(=O)=O)c1
    108	-3	103	105	0.7	-3	-3	0	97
- COc1ccc(-c2c(C#N)c(N)nc3c2CCCCCC3)cc1OC
    98	-8[fluorescence artefact?]	89	115	0.9	7	4	0	96
- CCOC(=O)N1CCN(C(=O)CCCN2C(=O)CSc3nc(C)cc(C)c32)CC1
    100	2	102	82	0.9	-5	3	10	96
- COc1ccc(OC)c(NC(=O)CSc2nnc(CNc3ccc(C)cc3C)o2)c1
    89	2	71	113	1.1	-2	-8	-2	94
- Cc1ccc(-c2nc3ccccc3n3nnnc23)cc1
    84	-2	41	98	1.6	0	-23	2	82
- CCCCN(C)C(=O)C1CCN(CCCc2ccccc2)CC1
    83	-18	75	112	1.2	3	-9	-4	99
- Cc1ccc(C)c(NC(=O)CSc2nnc(Cc3cccn3C)n2-c2ccc(F)cc2)c1
    76	-2	94	93[fluorescence artefact?]	1	-2	-2	4	87
- CC(C)c1ccc(O)c(NC(=O)c2cccnc2)c1
    85	-2[fluorescence artefact?]	97	105	1.1	0	-1[fluorescence artefact?]	1	92
- O=C(O)c1c2c(nc3ccc(S(=O)(=O)N4CCC(C(=O)N5CCCCC5)CC4)cc13)CCCC2
    102	-2	104	89	1	-5	-4	0	102
- CNC(=O)CN(c1cccc(Br)c1)S(C)(=O)=O
    96	-5	112	119	1.1	0	-4	3	91
- O=C(NCc1ccco1)C(Cc1ccccc1)N1C(=O)C2C3C=CC(C3)C2C1=O (centres undefined)
    92	6	92	94	1	0	-4	5	103
- CCOc1ccc(S(=O)(=O)NCc2ccco2)c2ccccc12
    98	11	101	71[fluorescence artefact?]	1.3	-2	13	0	90
- CC(NC(=O)Nc1nccs1)(C(F)(F)F)C(F)(F)F
    96	-4	102	101	1.1	0	2	3	101
- O=C(CSCC(=O)Nc1nccs1)Nc1ccccc1
    96	-4[fluorescence artefact?]	98	113	1	3	-8	-5	93
- O=C(CCc1ccccc1)Nc1c(F)c(F)c(F)c(F)c1F
    109	1	107	114[fluorescence artefact?]	1.1	-1	-7	6	98
- C=CCOc1ccc(C2/C(=C(\O)c3ccc(F)cc3)C(=O)C(=O)N2CCCN(C)C)cc1 (centres undefined)
    102	-3	100	132	1.1	-3	-5	6	104
- CCc1nccn1S(=O)(=O)c1ccc2ccc(C)cc2c1
    102	-5[fluorescence artefact?]	97	129	1.1	2	-3	7	101
- COc1ccc(N2C(=O)CC(Sc3ncn[nH]3)C2=O)c(OC)c1 (centres undefined)
    89	1	1.6*	100	1.1	-4	-8	-3	87
- O=C(CCN1CCN(Cc2ccccc2)CC1)Nc1cccc(Cl)c1
    80	0	86	103	0.9	-3	-3	-8	96
- CN1C(=O)C2(Nc3ccccc3-c3nc4ccccc4n32)c2ccccc21 (centres undefined)
    91	2	86	108	1	2	3	-1	102
- COc1ccc(OC)c(-c2cc(C(=O)Nc3cc(C)on3)no2)c1
    74	33[fluorescence artefact?]	93	245*[fluorescence artefact?]	1.2	1	35[fluorescence artefact?]	-14	94
- O=C(O)CCC(=O)Nc1nc(-c2ccccc2)cs1
    98	-6	82	98	1.1	-2	-6	4	95
- COCCCN(C(=O)c1ccco1)c1nc(-c2cc(OC)ccc2OC)cs1
    88	6[fluorescence artefact?]	70	165	1.1	-7	24[fluorescence artefact?]	-13	100
- CSc1nc(-c2ccc(Cl)cc2)nn1S(=O)(=O)c1ccc(Cl)cc1
    92	14	84	117	1.5	x	19	-19	104
- S=c1[nH]nc(-c2ccccc2)n1C1C=CCCC1 (centres undefined)
    100	-2	98	87	1.2	-1	-5	-1	89
- C=CCOc1ccccc1C1NC(=O)NC(C)=C1C(=O)NCc1ccccc1 (centres undefined)
    90	-6	93	89	1.1	-1	1	2	96
- CCC(=O)Nc1ccccc1C(=O)NC1CCCCC1
    104	-15	104	96	1.1	-5	-7	-2	95
- CN1CCN(C(=O)CN(c2cccc(Cl)c2)S(=O)(=O)c2ccccc2)CC1
    96	-2	76	105[fluorescence artefact?]	1.1	2	-11	-4	99
- CCC(=O)N1CCN(c2cc3c(cc2F)c(=O)c(C(=O)O)cn3CC)CC1
    96	-11	100	129[fluorescence artefact?]	1.1	x	-4	7	101
- CC(C)CNC(=O)NC1C(NC(=O)NCC(C)C)N(C)C(=O)N1C (centres undefined)
    89	-6	86	128	1.1	-1	0	-10	94
- CCOC(=O)C(NC(=O)Nc1cccc(C)n1)(OCC(F)(F)F)C(F)(F)F (centres undefined)
    81	1	92	107	1.1	-2	-1	7	101
- COc1ccc(-c2ccc(-c3noc(C)n3)c(OC)n2)cc1
    94	9[fluorescence artefact?]	108	152	1.5	0	13[fluorescence artefact?]	4	96
- CC1C(C(=O)Nc2ccccc2)CCCC1(C)C(=O)O (centres undefined)
    115	0	104	110	1.1	-2	-9	7	111
- CCC(=O)N1CCN(c2ccccc2NC(=O)COc2cc(C)ccc2C(C)C)CC1
    53	-12[fluorescence artefact?]	36*	89	1.3	-3	-31	-5	90
- O=C(OCc1ccc(Cl)cc1Cl)c1cccnc1Cl
    97	0	112	78	1.1	x	-3	4	100
- CC(C)CCOc1ccc(C(=O)NCCC(=O)N2CCOCC2)cc1
    96	-10[fluorescence artefact?]	93	100	1.5	0	-6	10	102
- Clc1cc(Cl)c(OCc2nc(-c3ccccn3)no2)cc1Cl
    83	-1	92	101	1.4	-2	-1	-5	94
- CC(C)C(NS(=O)(=O)c1cccc2nsnc12)C(=O)N1CCc2ccccc2C1 (centres undefined)
    94	-2	83	108	1.2	-2	-5	9	91
- COc1ccccc1Cn1nnc2c(=O)[nH]c(C3CCN(C(=O)c4ccc(C)cc4)CC3)nc21
    70	-11	78	105	1	x	2	0	99
- c1ccc(OCCOc2ncnc3sccc23)cc1
    87	4	93	110	1.4	-5	-6	-4	96
- CCCn1c(=O)c(C(=O)NCc2ccncc2)c(O)c2ccccc21
    115	2	85	106	1.2	0	7	0	103
- COc1ccccc1OCc1ccc(C(=O)NC(C)(C)C)o1
    90	8	82	119	1.2	8	-5	4	97
